Assay outcomes (PubChem BioAssay)
GIRK2 act = Activators of human GIRK2-containing channels. P48051. HEK293 GIRK2/NPY4 cells, thallium flux fluorescence. activation (% efficacy), % for hits at 37.5 µM. 34,000 tested, under 10 active;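 active = primary screen hit, no activity in plain HEK293 cells, and in GIRK2-only cells above 5% efficacy rising with concentration; inactive = the rest, including fluorescent compounds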;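 also: efficacy is normalized control-subtracted fluorescence 15 s after thallium addition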
Target sequence (P48051 whole entry, looked up): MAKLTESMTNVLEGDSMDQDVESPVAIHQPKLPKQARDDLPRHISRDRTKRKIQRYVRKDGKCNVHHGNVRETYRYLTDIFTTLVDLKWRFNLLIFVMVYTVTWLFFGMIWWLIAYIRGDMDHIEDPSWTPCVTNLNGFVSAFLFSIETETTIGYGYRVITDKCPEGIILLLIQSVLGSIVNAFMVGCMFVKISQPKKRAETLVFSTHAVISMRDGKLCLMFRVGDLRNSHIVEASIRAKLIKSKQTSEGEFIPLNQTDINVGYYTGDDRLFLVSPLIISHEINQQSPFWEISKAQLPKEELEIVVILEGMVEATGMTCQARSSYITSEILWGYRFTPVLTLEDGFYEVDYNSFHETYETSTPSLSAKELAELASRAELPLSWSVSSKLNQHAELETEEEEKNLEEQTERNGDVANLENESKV
Calls only; i = inactive.

entry | SMILES | GIRK2 act
1 | COc1ccc(CCNC(=O)Nc2cc(N3CCCS3(=O)=O)ccc2C)cc1 | i
2 | N#Cc1cccc(C(=O)Nc2ccc(CC(=O)N3CCOCC3)cc2)c1 | i
3 | Cc1ccc(S(=O)(=O)Nc2nc(CCC(=O)NC3CCCCCC3)cs2)cc1 | i
4 | O=C(CCc1csc(NC(=O)c2ccco2)n1)NCCCc1ccccc1 | i
5 | COCCN1CCC(CNS(=O)(=O)c2cc(Cl)ccc2C)CC1 | i
6 | COc1ccc(CNC(=O)c2sc(=S)n(Cc3ccco3)c2N)cc1 | i
7 | CCCn1c(CCNC(C)=O)nc2ccccc21 | i
8 | O=C(c1ccc2ccccc2n1)N1CCN(c2ccc(-c3ccc(F)cc3)nn2)CC1 | i
9 | O=C(Nc1cc2ccccc2oc1=O)c1cc(-c2ccco2)n(C2CCS(=O)(=O)C2)n1 (stereo not drawn) | i
10 | CN1C(=O)C(C)(C)COc2cc(NC(=O)CCSc3ccccc3)ccc21 | i
11 | COc1ccc(-c2ccc(=O)n(CC(=O)N3CCCCCC3)n2)cc1 | i
12 | CC(=O)Nc1cccc(NC(=O)CCc2csc(NC(=O)c3ccc(F)cc3)n2)c1 | i
13 | CS(=O)(=O)N1CCCCC1C(=O)Nc1sccc1C#N (stereo not drawn) | i
14 | COc1cc(COCC2CCN(C(=O)c3c(F)cccc3Cl)CC2)cc(OC)c1 | i
15 | COC(CNC(=O)C(=O)Nc1c2c(nn1C(C)(C)C)CSC2)OC | i
16 | COc1ccc(CNC(=O)c2ccc3c(=O)n4c(nc3c2)SCCC4)cc1 | i
17 | O=C(NCc1ccccc1)N1CCC(c2nnc(-c3ccco3)o2)CC1 | i
18 | C=CCN1C(=O)SC(CC(=O)Nc2ccc(NC(C)=O)cc2)C1=O (stereo not drawn) | i
19 | CC(C)c1nnc(C2CCN(C(=O)COc3ccc(Cl)cc3Cl)CC2)o1 | i
20 | Cc1ccc(Oc2ccc(N(C)C(=O)c3ccc(Br)o3)cc2)nn1 | i
21 | O=S(=O)(NCC#CCOc1cccc(C(F)(F)F)c1)c1ccccc1 | i
22 | O=C(NCCOc1ccc2nnc(-c3ccccc3Cl)n2n1)NC1CCCCC1 | i
23 | CC(C)Sc1ccc(CC(=O)NCC2CCN(C(=O)NC(C)(C)C)CC2)cc1 | i
24 | O=C(/C=C/c1ccco1)NCC1CCN(S(=O)(=O)C2CC2)CC1 | i
25 | O=C(CCC1CCCC1)Nc1ccc(CC(=O)N2CCOCC2)cc1 | i
26 | O=C(Nc1onc2c1CSC2)c1cnc2ccccc2n1 | i
27 | COc1ccccc1NC(=O)N1CCC(CNC(=O)c2ccc(S(=O)(=O)N(C)C)cc2)CC1 | i
28 | Cn1cccc1C(O)CNC(=O)c1ccc2c(c1)OCO2 (stereo not drawn) | i
29 | CCc1ccc(S(=O)(=O)NCC2CCN(Cc3ccco3)CC2)s1 | i
30 | COc1ccc(NC(=O)NCC(O)C2CCCCC2)c(OC)c1 (stereo not drawn) | i
31 | CCC(C(=O)N1CCCN(CCn2cccn2)CC1)c1ccccc1 (stereo not drawn) | i
32 | NC(=O)c1ccc(NC(=O)CC2=NS(=O)(=O)c3ccccc3N2)cc1 | i
33 | Cc1ccc(-c2nnc(NCCCO)c3ccccc23)cc1C | i
34 | COC(=O)c1ccc(C(c2c(O)cc(C)[nH]c2=O)c2c(O)cc(C)[nH]c2=O)cc1 | i
35 | CCSc1ccc(C(=O)Nc2ccc3ncsc3c2)cc1 | i
36 | COc1ccc(N2CCN(C(=O)c3c(F)cccc3F)CC2)nn1 | i
37 | CC(c1ccccc1)n1c(N2CCCCCC2)nc2c1c(=O)n(C)c(=O)n2C (stereo not drawn) | i
38 | O=C(NCCCc1ccccc1)C(=O)Nc1c2c(nn1-c1ccccc1)CS(=O)(=O)C2 | i
39 | COc1ccc(S(=O)(=O)c2cnc(SCC(=O)Nc3cc(F)ccc3F)[nH]c2=O)cc1OC | i
40 | CC(=O)Nc1ccc(NC(=O)C(=O)NCC(c2cccn2C)N(C)C)cc1 (stereo not drawn) | i

Three entries from above, sorted by number of heavy atoms, high to low:
entry | SMILES | GIRK2 act
38 | O=C(NCCCc1ccccc1)C(=O)Nc1c2c(nn1-c1ccccc1)CS(=O)(=O)C2 | i
36 | COc1ccc(N2CCN(C(=O)c3c(F)cccc3F)CC2)nn1 | i
35 | CCSc1ccc(C(=O)Nc2ccc3ncsc3c2)cc1 | i

(cont.)
entry | SMILES | GIRK2 act
41 | O=C(COc1ccccc1F)Nc1nnc(C2CCCCC2)o1 | i
42 | Cc1cc(=O)n(CC(=O)Nc2ccc3c(c2)Cc2ccccc2-3)cn1 | i
43 | COc1ccc2oc(-c3csc(NC(=O)c4ccnn4C)n3)cc2c1 | i
44 | COc1ccc(C)cc1Nc1nc(C(=O)N2CCN(c3ccccn3)CC2)cs1 | i
45 | O=C(Nc1nnc(-c2ccc(Br)s2)o1)C1CCCN1S(=O)(=O)c1cccs1 (stereo not drawn) | i
46 | Cc1cc(-c2nnc(NC(=O)c3ccnn3C)o2)n(C)n1 | i
47 | COCCN1CCC(CNC(=O)C(=O)NC(C)C)CC1 | i
48 | Cc1cc(C)c(NC(=O)CCc2sc(C)nc2-c2cccs2)c(Cl)c1 | i
49 | NC(=O)Cn1nnn(-c2ccc(NC(=O)c3ccsc3)cc2)c1=O | i
50 | CCOC(=O)c1ccccc1NC(=O)Cn1cc(OC)c(=O)cc1CSc1ncccn1 | i
51 | CN(Cc1ccccc1)S(=O)(=O)c1ccc(-c2nc(C#N)c(NC3CC3)o2)cc1 | i
52 | Cc1nc(-c2cccs2)c(CCC(=O)NC2CCCCC2)s1 | i
53 | Cc1ccc(NC(=O)N2CCN(c3cc(-n4ccnc4C)ncn3)CC2)cc1F | i
54 | O=C(NCc1ccsc1)C(=O)Nc1ccccc1 | i
55 | CC(C)C(=O)Nc1ccc(SCC(=O)N2CCCCCC2)nn1 | i
56 | CCOc1ccc(CNC(=O)c2snc(-c3ccc(OC)cc3)c2N)cc1 | i
57 | CCCCN(Cc1ccccc1)C(=O)c1cc2cccnc2n(Cc2ccccc2)c1=O | i
58 | O=C(Cc1ccc(NC(=O)C2CCCC2)cc1)NCc1cccs1 | i
59 | Cc1cc(C)c(C)c(S(=O)(=O)NCCCCN2CCOC(c3ccccc3)C2)c1C (stereo not drawn) | i
60 | O=C(C1CCCCC1)N(CCN1CCOCC1)c1nc2c(F)cccc2s1 | i
61 | COc1ccc(C(CNC(=O)C(=O)Nc2cc(C)on2)N2CCOCC2)cc1 (stereo not drawn) | i
62 | CCOc1ccc(N2CC(c3nc4ccccc4n3CCOC)CC2=O)cc1 (stereo not drawn) | i
63 | O=C(NCC(O)c1ccc(C(F)(F)F)cc1)C1CC1 (stereo not drawn) | i
64 | Cc1cc(C(=O)N2CCC(c3nnc(C)s3)CC2)c(C)o1 | i
65 | COCCN1COc2ccc3c(=O)c(-c4ccc(Cl)cc4)c(C(F)(F)F)oc3c2C1 | i
66 | O=c1nc(SCc2cccc(C(F)(F)F)c2)c2c(n1CCO)CCC2 | i
67 | COc1cc(OC)c(C(c2c(O)cc(C)[nH]c2=O)c2c(O)cc(C)[nH]c2=O)cc1OC | i
68 | O=C(NCCC(c1ccccc1)c1ccccc1)C(=O)NCc1cccs1 | i
69 | CCN1CCc2nc(-c3ccc(F)cc3)n(CC(=O)Nc3ccc(C)cc3F)c(=O)c2C1 | i
70 | COc1ccc2sc(N(Cc3ccccn3)C(=O)c3ccn(C)n3)nc2c1 | i
71 | CCNc1nc(NCC)nc(Nc2ccc(C)c(C)c2)n1 | i
72 | COc1ccccc1OCC(=O)NCCCN1CCOC(c2ccccc2)C1 (stereo not drawn) | i

Structures shown so far containing a Cl atom, in the order listed:
entry | SMILES | GIRK2 act
5 | COCCN1CCC(CNS(=O)(=O)c2cc(Cl)ccc2C)CC1 | i
14 | COc1cc(COCC2CCN(C(=O)c3c(F)cccc3Cl)CC2)cc(OC)c1 | i
19 | CC(C)c1nnc(C2CCN(C(=O)COc3ccc(Cl)cc3Cl)CC2)o1 | i
22 | O=C(NCCOc1ccc2nnc(-c3ccccc3Cl)n2n1)NC1CCCCC1 | i
48 | Cc1cc(C)c(NC(=O)CCc2sc(C)nc2-c2cccs2)c(Cl)c1 | i
65 | COCCN1COc2ccc3c(=O)c(-c4ccc(Cl)cc4)c(C(F)(F)F)oc3c2C1 | i

Remaining list, next part:
entry | SMILES | GIRK2 act
73 | CCOC(=O)Cc1csc(NC(=O)Cc2cc(-c3cccc(OC)c3)on2)n1 | i
74 | CC1CC(C)CN(c2cc(=O)n(-c3ccccc3Cl)c(=O)[nH]2)C1 (stereo not drawn) | i
75 | Cn1cccc1CN(C(=O)CSc1ccc(F)cc1)C1CC1 | i
76 | CCOC(=O)c1sc(=NC(=O)c2cc(C)nn2CC)n(C)c1C | i
77 | O=C(COc1ccccc1F)NCC1CCN(Cc2cccs2)CC1 | i
78 | COc1ccccc1CCNC(=O)CSc1ccc(NC(C)=O)nn1 | i
79 | CS(=O)(=O)N1CCC(C(=O)Nc2nnc(-c3cc(Cl)ccc3Cl)o2)CC1 | i
80 | CC(C)(C)c1ccc(NC(=O)N2CC3CC2C(=O)O3)cc1 (stereo not drawn) | i
81 | O=C(NCC1CCN(C(=O)Nc2ccc(F)cc2)CC1)c1cccc(Br)c1 | i
82 | COC(=O)c1ccc(NC(=O)C(=O)NCC(O)C2CCCCC2)cc1 (stereo not drawn) | i
83 | Cc1noc(C)c1CCC(=O)N1CCC(c2nnc(C(C)C)o2)CC1 | i
84 | CCOc1ccc(Cc2nnc(Nc3cc(C)ccc3OC)[nH]c2=O)cc1 | i
85 | CCc1ccccc1OCC(=O)NCCc1ccc(OC)c(OC)c1 | i
86 | NC(=O)C1Cc2ccccc2N1C(=O)Cc1cccs1 (stereo not drawn) | i
87 | O=C(NCC1(O)CCCC1)c1cccc(Br)c1 | i
88 | CC(C)c1ccc(OCC(=O)Nn2cnc3c(cnn3C(C)(C)C)c2=O)cc1 | i
89 | COc1ccc(Cl)c2sc(NC(=O)NC(C)C)nc12 | i
90 | CC(=O)N1CC(C(=O)Nc2cccc(Cl)c2Cl)C1 | i
91 | O=C(Cc1ccc(NS(=O)(=O)c2cccnc2)cc1)N1CCCC1 | i
92 | CCc1cccc(CC)c1NC(=O)c1ccccc1 | i
93 | O=c1nc(SCc2csc(-c3ccccc3)n2)c2c(n1CCCO)CCC2 | i
94 | Cc1ccc(C2=NN(C(=O)CCC(=O)O)C(c3ccc4nccnc4c3)C2)cc1 (stereo not drawn) | i
95 | CC(=O)Nc1cccc(NC(=O)CSc2ccc(NC(=O)c3ccccc3)nn2)c1 | i
96 | O=C(NC1CCCC(O)C1)c1ccccc1Br (stereo not drawn) | i
97 | CCOc1ccc(S(=O)(=O)NCC2CCN(C(=O)Nc3ccc(F)cc3)CC2)cc1C | i
98 | O=C(NCCNC(=O)c1cccc(Cl)c1)c1ccc(NC(=O)C2CC2)cc1 | i
99 | CN1CCc2cc(C(CNS(=O)(=O)c3cccs3)N3CCCC3)ccc21 (stereo not drawn) | i
100 | CC(=O)Nc1ccc(S(=O)(=O)N2CCN(Cc3nc(-c4ccco4)cs3)CC2)cc1 | i
101 | COc1ccc(NC(=O)/C(C#N)=C/N2CCN(c3ccccc3)CC2)cc1 | i
102 | O=C(c1ccccc1F)N1CCCC(c2nnc(Cc3ccc(F)cc3)o2)C1 (stereo not drawn) | i
103 | COc1cccc2sc(N(CCCN(C)C)C(=O)c3cc(C)n(C)n3)nc12 | i
104 | COc1ccc(NC(=O)Cn2cc(OC)c(=O)cc2CSc2ccccc2)cc1 | i
105 | COc1ccc(C(=O)N2CCN(c3nccn3-c3ccc(C)cc3)CC2)c(OC)c1 | i
106 | COc1ccccc1-c1ccc(N2CCC(C(=O)N3c4ccccc4CC3C)CC2)nn1 (stereo not drawn) | i
107 | O=C(CCn1ccc(=O)[nH]c1=O)N1CCN(Cc2nc(-c3ccccc3)cs2)CC1 | i
108 | O=C(Nc1cc(-c2cccs2)nn1CCO)c1ccc2nsnc2c1 | i
109 | CC(C)(C)NC(=O)NCCNC(=O)c1ccc(NC(=O)C2CC2)cc1 | i
110 | COc1ccc(-c2csc(NC(=O)c3ccnn3C)n2)c(OC)c1 | i
111 | COc1ccc(OCCn2c(CN(C)C(=O)c3ccco3)nc3ccccc32)cc1 | i
112 | CCNc1cc(NCCNC(=O)Nc2cccc(C)c2C)nc(C)n1 | i
113 | O=C(NCC1CCN(c2cnccn2)CC1)C(=O)Nc1cccc(N2CCCCC2=O)c1 | i
114 | COc1cccc(S(=O)(=O)Nc2ccc(Nc3cc(-n4ccnc4)ncn3)cc2)c1 | i
115 | O=C(CC(C(=O)O)N1CCCCC1)Nc1ccc(F)cc1F (stereo not drawn) | i
116 | Cc1cc(O)c(C(c2ccccc2)c2c(O)cc(C)[nH]c2=O)c(=O)[nH]1 | i
117 | COC(=O)c1ccccc1NC(=O)CSc1nccnc1N1CCSCC1 | i
118 | Cn1nc(NC(=O)c2ccco2)c2c1NC(=O)CC2c1ccccc1 (stereo not drawn) | i
119 | CC(=O)Nc1ccc(NC(=O)CSc2ccc(NC(=O)c3cccc(F)c3)nn2)cc1 | i
120 | CCn1nnc2c(N3CCN(C(=O)Nc4cccs4)CC3)ncnc21 | i
121 | O=C(CSc1ccc(NC(=O)c2cccs2)nn1)Nc1cccc(Cl)c1Cl | i
122 | Cc1cccc(NC(=O)COc2nccc(C)n2)n1 | i
123 | Cc1ccc([N+](=O)[O-])cc1NC(=O)c1ccc(=O)n(Cc2cccc(Cl)c2)c1 | i
124 | O=C(NCCS(=O)(=O)N1CCN(c2ncccn2)CC1)Nc1cccs1 | i
125 | Cc1ccc(-c2ccc(S(=O)(=O)Nc3ccc4c(c3)OCCO4)cc2)cc1 | i
126 | Cc1cc(N)n(-c2ccccc2)n1 | i
127 | COc1cc(NC(=O)Oc2ccccc2)ccc1N1CCCCC1=O | i
128 | CC(=O)Nc1ccc(NC(=O)Cn2cc(-c3ccc(C)cc3)c(N3CCOCC3)n2)cc1 | i

More structures
entry | SMILES | GIRK2 act
129 | CN(C)S(=O)(=O)c1ccc(C(=O)Nc2nnc(Cc3ccc(Cl)s3)o2)cc1 | i
130 | O=C(Cc1csc(NC(=O)c2ccc(=O)[nH]c2)n1)Nc1ccc(OC(F)(F)F)cc1 | i
131 | O=C(Cn1cnc(-c2cccs2)cc1=O)N1CCc2ccccc21 | i
132 | Cn1c(=O)[nH]c(=O)c2c1nc(N1CCC(Cc3ccccc3)CC1)n2CC(=O)O | i

Some of the compounds tested (hit frequency here may not be typical).
